Rac1 mut GTP: human Rac1 activated mutant GTP binding change. hit rate 0.11% among 190,000. percent activity (GTP binding), % at 10 µM. AID 764. GST-Rac1 activated beads, fluorescent GTP binding, flow cytometry; actives lie on both sides; 100% means binding = to untreated wells;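 active = GTP binding at least 20 percentage points away from the 100% baseline, in either direction, so actives lie on both sides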
HRas wt GTP: changes GTP binding to wildtype human HRas; P01112; GST-Ras wt beads, Bodipy-FL-GTP binding, flow cytometry; actives lie on both sides; GTP binding activity, % at 10 µM; hit rate 0.14% among 190,000;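 active = GTP binding activity at least 20% away from the 100% baseline, either lowered as inhibitor or raised as activator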;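 also: 0% = unlabeled GTP competition control and 100% = no-compound control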
Rac1 wt modul: human Rac1 wildtype GTP binding, inhibitors and activators | P63000 | GST-Rac1 beads, fluorescent GTP binding, flow cytometry; actives lie on both sides; 0 = cold GTP competed, 100 = untreated | GTP binding activity (% of control), % at 10 µM | hit rate 0.27% among 190,000;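 active = GTP binding activity at least 20 points away from the 100% control level, either lower or higher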
Avidin fluor: avidin bead compound fluorescence profile | Avidin beads, compound fluorescence 488/530 nm, flow cytometry; active compounds read high | fluorescence (KMESF) at 10 µM | hit rate 0.38% among 220,000; in the data active = fluorescence above about 47; also: inactives centre near 10
Pf gamet viab: inhibitors of late stage P. falciparum gametocyte viability; P. falciparum stage V gametocytes, ATP luminescence, 24 h; inhibition, % at 10.9 µM; hit rate 0.065% among 150,000;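 active = inhibition above the mean plus 3 SD of compounds within the control limits, set per campaign, cut at about 38% in these data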;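 also: 0% = DMSO wells and 100% = medium only without gametocytes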
Cdc42 wt: modulators (inhibitors or activators) of GTP binding to human Cdc42 wildtype; P60953; GST-Cdc42 beads, Bodipy-GTP binding, flow cytometry; actives lie on both sides; percent activity (GTP binding), % at 10 µM; hit rate 0.2% among 190,000; AID 761;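 active = percent activity GTP binding at least 20 points away from the 100% baseline, either down as inhibitor or up as activator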;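 also: median bead fluorescence of bound Bodipy-FL-GTP at 100 nM; 0% = excess unlabeled GTP control and 100% = no compound control; below 100% means less GTP binding so inhibitor and above means activator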
Mcl1 Noxa PPI: Mcl-1/Noxa interaction inhibition | inhibition, % at 21.7 µM | TR-FRET Mcl-1/Noxa peptide binding, 2 h | Q07820 | hit rate 1.5% among 220,000 | AID 1022;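 active = compounds that cut the protein-peptide binding signal by more than 50% relative to plate controls in a single-dose test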;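 also: His-tagged Mcl-1 with rhodamine Noxa BH3 peptide and terbium anti-His antibody; 0% = Mcl-1 plus Noxa peptide wells and 100% = peptide-only wells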
Rab2 wt GTP: changes GTP binding to wildtype dog Rab2A, up or down | GST-Rab2 wt beads, Bodipy-GTP binding, flow cytometry | GTP binding activity, % at 10 µM | hit rate 0.19% among 190,000 | AID 760;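 active = GTP binding activity at least 20 points away from 100%, either lowered or raised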;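 also: 0% = beads with excess unlabeled GTP and 100% = no-compound control corrected for plate trend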
Rab7 wt GTP bind: alters GTP binding to wildtype dog Rab7. GST-Rab7 beads, fluorescent GTP binding, flow cytometry; actives lie on both sides; untreated = 100%, excess cold GTP = 0%. GTP binding activity (percent of control), % at 10 µM. hit rate 0.055% among 190,000. AID 758;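 active = fluorescent GTP binding to Rab7 beads changed by at least 20 points from the 100% baseline, either direction, mostly lower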;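 also: median green fluorescence of bound Bodipy-FL-GTP per Rab7 bead population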
ABCG2 block: inhibitors of human ABCG2 transporter, ABCB1 counter-screen; Q9UNQ0; IgMXP3 cells, JC-1 efflux, flow cytometry; inhibition, % at 6.6 µM; hit rate 0.1% among 190,000;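 active = inhibition above 80%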;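 also: 0% = DMSO and 100% = nicardipine control wells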
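material = IgMXP3 (ABCG2) plus far-red-tagged CCRF-Adr (ABCB1) cells | amount = 3 million cells/mL, equal mix of both lines | also added = JC-1 transporter substrate | dosing = one concentration, 6.6 µM final | schedule = 10 min at 25 °C | measured by = flow cytometric JC-1 green MFI at 530 nm | read-out basis = percent efflux inhibition, scaled nicardipine 100% to DMSO 0%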
ABCB1 inh: blocks JC-1 efflux by human ABCB1 transporter. P08183. CCRF-Adr cells, flow cytometry. inhibition, % at 6.6 µM. hit rate 0.067% among 190,000. AID 1326; in the data active = inhibition above about 40%;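 also: 0% = vehicle and 100% = reference inhibitor; higher value means more JC-1 retained so stronger ABCB1 efflux block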
Target sequence (P08183 whole entry, looked up): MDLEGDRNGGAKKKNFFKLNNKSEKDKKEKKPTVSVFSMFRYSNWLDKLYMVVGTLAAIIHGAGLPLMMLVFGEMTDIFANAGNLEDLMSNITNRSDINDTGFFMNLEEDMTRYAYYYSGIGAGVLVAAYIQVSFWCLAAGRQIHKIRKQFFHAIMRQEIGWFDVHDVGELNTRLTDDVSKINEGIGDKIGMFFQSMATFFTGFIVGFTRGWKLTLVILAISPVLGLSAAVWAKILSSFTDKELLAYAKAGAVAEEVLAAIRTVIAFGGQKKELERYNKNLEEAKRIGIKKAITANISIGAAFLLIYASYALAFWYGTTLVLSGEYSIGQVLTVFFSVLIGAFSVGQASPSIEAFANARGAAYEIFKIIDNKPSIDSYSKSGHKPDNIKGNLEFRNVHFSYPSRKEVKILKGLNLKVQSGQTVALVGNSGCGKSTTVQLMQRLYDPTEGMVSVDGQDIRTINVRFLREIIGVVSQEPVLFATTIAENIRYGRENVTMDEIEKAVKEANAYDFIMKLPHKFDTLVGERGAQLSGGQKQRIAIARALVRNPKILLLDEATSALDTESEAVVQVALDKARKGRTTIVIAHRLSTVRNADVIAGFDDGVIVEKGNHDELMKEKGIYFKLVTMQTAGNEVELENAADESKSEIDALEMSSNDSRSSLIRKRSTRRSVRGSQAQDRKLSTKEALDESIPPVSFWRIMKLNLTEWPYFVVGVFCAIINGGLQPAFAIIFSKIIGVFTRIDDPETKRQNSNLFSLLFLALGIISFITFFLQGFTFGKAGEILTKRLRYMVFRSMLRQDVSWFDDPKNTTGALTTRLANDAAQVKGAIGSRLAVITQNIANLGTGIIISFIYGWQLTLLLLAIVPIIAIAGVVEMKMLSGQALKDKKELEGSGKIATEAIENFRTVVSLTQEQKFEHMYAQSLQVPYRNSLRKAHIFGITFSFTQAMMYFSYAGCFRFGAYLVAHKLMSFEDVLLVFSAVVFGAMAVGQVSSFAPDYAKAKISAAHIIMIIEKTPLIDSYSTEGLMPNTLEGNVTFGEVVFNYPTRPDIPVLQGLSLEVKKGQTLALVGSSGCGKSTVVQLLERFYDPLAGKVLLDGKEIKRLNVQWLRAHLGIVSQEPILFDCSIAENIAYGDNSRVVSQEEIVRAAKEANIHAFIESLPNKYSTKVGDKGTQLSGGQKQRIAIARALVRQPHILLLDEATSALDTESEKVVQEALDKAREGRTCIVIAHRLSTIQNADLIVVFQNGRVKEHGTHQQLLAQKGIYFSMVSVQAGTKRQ
* marks the source's active call; other numbers are inactive results; . = not tested or not shown.

entry	structure	Rac1 mut GTP	HRas wt GTP	Rac1 wt modul	Avidin fluor	Pf gamet viab	Cdc42 wt
1	COc1ccc(NC(=O)CCNS(=O)(=O)c2ccc3c(c2)c(=O)n(C)c(=O)n3C)cc1OC	95	95	91	8	-3	94
2	CCOC(=O)N1CCN(c2c(N3CCN(c4cc(C)ccc4C)CC3)c(=O)c2=O)CC1	97	101	104	9	.	98
3	CN1CCCN(c2ccc([N+](=O)[O-])cc2)CC1	93	93	97	8	-61	95
4	O=C(c1ccc(F)cc1F)N1CCN(c2n[nH]c(=O)[nH]c2=O)CC1	98	100	104	5	20	100
5	CCOC(=O)c1cccc(NC(=O)/C=C/c2ccc3c(c2)OCO3)c1	100	104	107	1	.	104
6	CC(C)OC(=O)CCC(=O)Nc1ccc(F)cc1	98	100	98	10	.	98
7	O=C(Nc1nccs1)C1CCCN(S(=O)(=O)c2cccc3cccnc23)C1 (stereo not given)	96	95	94	6	.	97
8	COCCNC(=O)NC(=O)CN1CCCc2ccccc21	97	94	96	13	14	93
9	COc1cc(NC(=O)c2ccccc2NS(=O)(=O)c2ccc(Cl)s2)cc(OC)c1	95	95	94	7	14	92
10	Cc1cc(NC(=O)CCC(=O)N(CC2CCCO2)C(C(=O)NC2CCCC2)c2cccnc2)no1 (stereo not given)	100	101	101	39	.	103

entry	Mcl1 Noxa PPI	Rab2 wt GTP	Rab7 wt GTP bind	ABCG2 block	ABCB1 inh
1	10	96	95	2	0.2
2	2	98	98	4	1.6
3	-10	96	94	-1	-0.2
4	-1	104	112	1	0.2
5	3	99	102	1	-3.9
6	2	97	98	1	0.1
7	15	97	94	2	1.2
8	12	96	95	10	1.6
9	12	93	89	3	0.0
10	-20	99	99	0	0.0

Pulled by structure from the entries so far:
entry	structure	Rac1 mut GTP	HRas wt GTP	Rac1 wt modul	Avidin fluor	Pf gamet viab	Cdc42 wt
3	CN1CCCN(c2ccc([N+](=O)[O-])cc2)CC1	93	93	97	8	-61	95
5	CCOC(=O)c1cccc(NC(=O)/C=C/c2ccc3c(c2)OCO3)c1	100	104	107	1	.	104
8	COCCNC(=O)NC(=O)CN1CCCc2ccccc21	97	94	96	13	14	93

entry	Mcl1 Noxa PPI	Rab2 wt GTP	Rab7 wt GTP bind	ABCG2 block	ABCB1 inh
3	-10	96	94	-1	-0.2
5	3	99	102	1	-3.9
8	12	96	95	10	1.6

Looked up above.
Reading for entry 7 in Mcl1 Noxa PPI: 15
Reading for entry 4 in HRas wt GTP: 100
Reading for entry 9 in ABCG2 block: 3
Reading for entry 5 in Rab2 wt GTP: 99
Reading for entry 8 in Rac1 mut GTP: 97
Reading for entry 3 in Avidin fluor: 8

Other records follow:
entry	structure	Rac1 mut GTP	HRas wt GTP	Rac1 wt modul	Avidin fluor	Pf gamet viab	Cdc42 wt
11	C=CCn1c(CNC(=O)c2cccs2)nnc1SCc1ccc(Cl)cc1Cl	95	94	93	13	12	94
12	COc1ccccc1CN1C[C@@H]2C[C@@H](c3[nH]c4c(C)cccc4c3C)N3CCC[C@@]23C1=O	92	92	92	5	-4	92
13	Cc1cc(NC(=O)c2ccccc2Cl)no1	101	103	103	12	.	103
14	O=C(COC(=O)Cn1cnc2ccccc2c1=O)Nc1ccc2c(c1)OCO2	97	101	97	10	-19	102
15	CC(=O)N(CCC(Cc1ccccc1)c1ccc2c(c1)OCO2)Cc1ccc(Cl)cc1 (stereo not given)	95	98	95	34	13	97
16	COC(=O)c1c(NC(=O)c2c(-c3ccccc3Cl)noc2C)sc2c1CCC2	101	103	105	6	.	102
17	CC12COC3(C(=O)NCCc4ccccc4)CC1CCC32C (stereo not given)	100	101	106	7	5	104
18	COc1ccc2nnc(-c3ccccc3)n2n1	90	92	90	9	-18	94
19	Cc1ccc(NC(=S)N2CCN(C(=O)C3CCCO3)CC2)c(C)c1 (stereo not given)	95	102	96	11	16	98
20	CC(=O)N/C(=N\OCc1ccc(Br)cc1)c1nonc1NC(C)=O	100	98	101	12	-21	102

entry	Mcl1 Noxa PPI	Rab2 wt GTP	Rab7 wt GTP bind	ABCG2 block	ABCB1 inh
11	7	94	93	2	0.8
12	-3	94	93	-1	0.2
13	-3	103	102	7	0.8
14	11	99	104	4	1.2
15	12	95	96	4	1.9
16	21	102	102	0	-0.1
17	0	98	102	1	0.6
18	23	91	94	3	0.1
19	-2	100	100	2	0.3
20	6	98	101	3	0.4

The results go on:
entry	structure	Rac1 mut GTP	HRas wt GTP	Rac1 wt modul	Avidin fluor	Pf gamet viab	Cdc42 wt
21	C/C(=N\NC(=O)c1ccc(Br)cc1)c1cccc(NC(=O)c2cccnc2)c1	98	95	100	12	9	101
22	O=C(COC(=O)Cc1cccs1)Nc1ccccc1	96	99	98	7	.	97
23	O=C1CCC([N+](=O)[O-])C(c2ccccc2Cl)N1 (stereo not given)	103	106	109	8	.	106
24	Cc1cc2ncn(CCOc3ccccc3)c2cc1C	100	103	101	13	.	101
25	O=C(O)C1CCCCC1C(=O)Nc1ccc(-c2ccccc2)cc1 (stereo not given)	91	95	95	10	.	94
26	Cc1cc(C(=O)N2CCc3c([nH]c4ccccc34)C2c2cccc(Cl)c2)nn1C (stereo not given)	93	96	97	13	11	97
27	CCOC(=O)c1c(NC(=O)c2cccs2)sc(CC)c1-c1cccs1	99	100	101	37	4	101
28	CCOC(=O)/C(C#N)=C/c1ccc(N2CCN(C)CC2)cc1	104	104	108	12	-12	106
29	CC(C)(C)C1CCc2c(sc(NC(=O)c3cccs3)c2C(N)=O)C1 (stereo not given)	101	102	105	29	-4	100
30	CCN(CC)c1ccc(C=C2C(=O)OC(c3ccccc3)OC2=O)cc1 (stereo not given)	95	99	97	13	-19	96

entry	Mcl1 Noxa PPI	Rab2 wt GTP	Rab7 wt GTP bind	ABCG2 block	ABCB1 inh
21	-5	97	100	2	-0.1
22	12	99	101	2	0.3
23	-1	103	104	1	0.1
24	18	102	101	-3	-4.9
25	17	95	96	14	0.4
26	22	95	98	4	1.0
27	4	100	97	1	0.0
28	15	102	102	21	1.3
29	7	99	96	0	0.0
30	6	99	105	22	5.4

Next part:
entry	structure	Rac1 mut GTP	HRas wt GTP	Rac1 wt modul	Avidin fluor	Pf gamet viab	Cdc42 wt
31	CC(=O)Nc1ccc(OC(=O)c2c(-c3ccccc3Cl)noc2C)cc1	98	101	105	17	10	106
32	N=C(N)N1CCc2ccccc2C1	98	100	98	5	.	98
33	COCCNc1nnc(SCC(=O)c2c[nH]c3ccccc23)s1	98	98	100	2	-21	100
34	CS(=O)(=O)N1CCN(C(=O)c2ccccc2)C1	102	102	104	15	.	102
35	CN(CCCn1c(=S)[nH]c2ncccc2c1=O)Cc1ccccc1	100	101	106	10	.	101
36	Cc1nc(=S)c2ccccc2[nH]1	100	98	101	27	.	98
37	Cc1ccc(S(=O)(=O)c2ccccc2)cc1S(=O)(=O)N1CCOCC1	100	100	103	4	3	101
38	COc1ccc(CCc2nnc(CCC(=O)NCCc3ncccc3C)o2)cc1	96	99	101	11	5	97
39	O=C(Oc1cccccc1=O)c1ccccc1	94	96	98	11	-2	98
40	CC(=O)NCCOc1cccc(OCCNC(C)=O)c1	96	97	106	39	.	98

entry	Mcl1 Noxa PPI	Rab2 wt GTP	Rab7 wt GTP bind	ABCG2 block	ABCB1 inh
31	16	99	101	27	2.1
32	13	100	104	3	1.0
33	20	100	100	1	-0.1
34	4	102	101	-8	1.5
35	32	101	99	4	1.2
36	16	98	91	1	-0.1
37	-5	101	100	7	1.3
38	-8	97	99	0	0.0
39	-4	98	95	1	0.1
40	13	99	98	15	2.0

Results in Rab7 wt GTP bind, for 4 of the compounds above:
# | SMILES | Rab7 wt GTP bind
6 | CC(C)OC(=O)CCC(=O)Nc1ccc(F)cc1 | 98
7 | O=C(Nc1nccs1)C1CCCN(S(=O)(=O)c2cccc3cccnc23)C1 (stereo not given) | 94
8 | COCCNC(=O)NC(=O)CN1CCCc2ccccc21 | 95
9 | COc1cc(NC(=O)c2ccccc2NS(=O)(=O)c2ccc(Cl)s2)cc(OC)c1 | 89

Returning to the listing, repeating the three entries before the break.
entry	structure	Rac1 mut GTP	HRas wt GTP	Rac1 wt modul	Avidin fluor	Pf gamet viab	Cdc42 wt
38	COc1ccc(CCc2nnc(CCC(=O)NCCc3ncccc3C)o2)cc1	96	99	101	11	5	97
39	O=C(Oc1cccccc1=O)c1ccccc1	94	96	98	11	-2	98
40	CC(=O)NCCOc1cccc(OCCNC(C)=O)c1	96	97	106	39	.	98
41	O=C(CSc1ccc(Cl)cc1)NCc1ccncc1	96	99	102	9	-9	98
42	CCCN1Cc2cccc(C(=O)NCc3ccc(C)cc3)c2C1=O	95	94	94	3	4	96
43	CC(C)(C)c1cc(=O)n2c(nc3ccccc32)[nH]1	101	102	100	41	10	102
44	CCCS(=O)(=O)N1CCC(CCOc2ccccc2)(C(=O)OCC)CC1	97	96	98	9	-3	96

entry	Mcl1 Noxa PPI	Rab2 wt GTP	Rab7 wt GTP bind	ABCG2 block	ABCB1 inh
38	-8	97	99	0	0.0
39	-4	98	95	1	0.1
40	13	99	98	15	2.0
41	5	99	98	-3	-0.4
42	11	95	94	2	1.3
43	21	103	106	6	0.8
44	0	96	94	1	0.6

Assay outcomes from PubChem.

Hits appear at their usual frequency. About 2.3% of those tested had a hit in this group.
